NPYLR7 agonist – mosquito NPYLR7 agonism; AID 1259423; activation, % at 10 µM; hit rate 0.15% among 270,000; HEK293T NPYLR7/Galpha15, GCaMP6s calcium fluorescence; in the data active means activation above about 40%;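 further: 0% = vehicle and 100% = reference agonist at the receptor; some compounds past the cut are filed as inactive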
hcGAS inh – blocks human cGAS activity; recombinant h-cGAS, ATP depletion, Kinase-Glo luminescence; inhibition, % at 12.5 µM; hit rate 0.081% among 290,000; AID 1259398;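 further: 0% = vehicle reaction and 100% = reaction without DNA for no activity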
Target sequence (Q8N884 whole entry, looked up): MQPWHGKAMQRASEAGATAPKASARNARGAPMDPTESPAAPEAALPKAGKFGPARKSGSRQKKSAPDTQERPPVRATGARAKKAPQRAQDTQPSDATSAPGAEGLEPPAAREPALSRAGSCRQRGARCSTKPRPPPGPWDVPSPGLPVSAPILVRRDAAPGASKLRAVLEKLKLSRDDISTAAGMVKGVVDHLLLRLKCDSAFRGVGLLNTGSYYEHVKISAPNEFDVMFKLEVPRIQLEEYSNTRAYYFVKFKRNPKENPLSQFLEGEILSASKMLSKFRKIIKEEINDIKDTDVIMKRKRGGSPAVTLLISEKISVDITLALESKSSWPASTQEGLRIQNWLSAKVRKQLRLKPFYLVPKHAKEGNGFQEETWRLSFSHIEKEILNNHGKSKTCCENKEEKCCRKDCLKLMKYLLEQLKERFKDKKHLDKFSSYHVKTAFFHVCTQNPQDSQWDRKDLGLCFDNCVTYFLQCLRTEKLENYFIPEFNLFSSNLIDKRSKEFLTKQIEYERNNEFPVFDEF
mcGAS lum – mouse cGAS inhibition by luminescence; Q8C6L5; recombinant cGAS, Kinase-Glo ATP depletion luminescence; inhibition, % at 12.5 µM; hit rate 0.15% among 160,000;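 further: 0% = negative control wells and 100% = reference inhibitor with no enzyme activity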
The depositor's hits bear a star; · = no result given; & = joins results of further samples. Unless noted, no stated cut-off is given here; in the data, active means inhibition above about 40%; inactive means the rest.

SMILES	NPYLR7 agonist	hcGAS inh	mcGAS lum
O=C(NCCn1ncc2c(N3CCCCCC3)ncnc21)c1ccc(S(=O)(=O)N2CCCC2)cc1	0	-9	-6
COc1ccc2oc(=O)c3c(c2c1)CC(C(F)(F)F)S3 (stereo not given)	1	5	·
CCC1(C)Cc2ccccc2-c2c1c(=O)n(-c1ccc(C)cc1)c1nnnn21 (stereo not given)	5	-5	·
COCCN(Cc1cccs1)S(=O)(=O)NCc1ccccc1	0	-8	·
COC(=O)C1=C(O)/C(=C\c2ccc(N(C)C)cc2)SC1=Nc1ccc(OC)c(OC)c1	6	-4	-3
CS(=O)(=O)N1CCN(CCc2cn[nH]c2)CC1	·	-10	-6
CC(C)CN(Cc1cccn1Cc1ccccc1Cl)C(=O)CN(CC(C)C)C(=O)c1cccc(C(F)(F)F)c1	-4	0	1
CCOc1cc(/C=C2\C(=O)N(c3nc(-c4ccc(Br)cc4)cs3)N=C2c2ccccc2)ccc1O	5	12	-4
COCCOC(=O)C1=C(C)N(C)C(=S)NC1c1ccc(NC(=O)Nc2c(Cl)cccc2Cl)cc1 (stereo not given)	3	-3	-3
Cc1cc(Br)c(NC(=O)CN2CCC(C(=O)N3CCCC3)CC2)c(Br)c1	0	-6	-6
O=C(Nc1cccc(F)c1)Nc1ccc(N2CCCC2)c(C(=O)NCc2ccccc2)c1	5&22	-1&-5	-8&-6
CC(C)CN(C(=O)CCC1CCCCC1)c1c(N)n(CC(C)C)c(=O)[nH]c1=O	23	-4	·

Compounds listed so far that contain a CF3 group:
SMILES	NPYLR7 agonist	hcGAS inh	mcGAS lum
COc1ccc2oc(=O)c3c(c2c1)CC(C(F)(F)F)S3 (stereo not given)	1	5	·
CC(C)CN(Cc1cccn1Cc1ccccc1Cl)C(=O)CN(CC(C)C)C(=O)c1cccc(C(F)(F)F)c1	-4	0	1

(continued)
SMILES	NPYLR7 agonist	hcGAS inh	mcGAS lum
Cc1cccc(C(C)OC(=O)C(C)(C)C#N)c1 (stereo not given)	-3	-17	·
CCCCCCOc1ccc(-c2nc3ccc(Br)cc3c(=O)o2)cc1	1	0	2
O=C(NCCc1nc2ccccc2[nH]1)c1cnn2ccccc12	-2	-6	·
COc1ccc(/C=N\NC(=O)CSc2nc3ccccc3n2C)cc1OC	-13	-5	-4
CC1(C(=O)Nc2ccccc2Br)CCN1C(=O)CC1CCCC1 (stereo not given)	4	-5	·
Cc1cc2nc(-c3cccc(NC(=O)c4cccc(F)c4)c3)oc2cc1C	-2	-4	-5
NC(=O)C1CC(O)CN1c1nc(N2CCCC2)nc(N2CCCC2)n1 (stereo not given)	1	-4	·
COc1ccccc1C(=O)N1CCC(=O)N(C)C[C@H]2CN(C)c3ccccc3[C@@H]21	2	-4	-8
C=CCOC(=O)C1=C(C)NC(=O)NC1c1cccc(Cl)c1 (stereo not given)	0	0	-2
O=C(COc1ccc(Br)cc1)NNC(=O)c1ccco1	-4	-4	·
O=C(c1csc(CSc2nnc(Cc3ccccc3)n2-c2ccccc2)n1)N1CCC2(CC1)OCCO2	0	-3	-4
O=C(OCC(=O)C12CC3CC(CC(C3)C1)C2)C1CCCN1c1ncccn1 (stereo not given)	9	-12	·

Ordered by count of non-hydrogen atoms (rising): 4 of the compounds above
SMILES	NPYLR7 agonist	hcGAS inh	mcGAS lum
C=CCOC(=O)C1=C(C)NC(=O)NC1c1cccc(Cl)c1 (stereo not given)	0	0	-2
O=C(NCCc1nc2ccccc2[nH]1)c1cnn2ccccc12	-2	-6	·
COCCOC(=O)C1=C(C)N(C)C(=S)NC1c1ccc(NC(=O)Nc2c(Cl)cccc2Cl)cc1 (stereo not given)	3	-3	-3
CC(C)CN(Cc1cccn1Cc1ccccc1Cl)C(=O)CN(CC(C)C)C(=O)c1cccc(C(F)(F)F)c1	-4	0	1

(further entries)
SMILES	NPYLR7 agonist	hcGAS inh	mcGAS lum
CCOC(=O)c1ccc(NC(=O)N(CCCOC)CC(=O)N(CCc2ccc(OC)c(OC)c2)Cc2ccco2)cc1	-11	9	2
COCCCn1c(CN2CCCC(C(=O)c3ccccc3)C2)cnc1S(C)(=O)=O (stereo not given)	2	-8	-11
O=C(O)c1cc(-c2ccncc2)cc(S(=O)(=O)N2CCCC2)c1	31	-1	-19
N#Cc1c(N)oc(-c2cccs2)c1-c1cccs1	-1	55*	·
O=C(Cn1cccnc1=O)N[C@@H]1[C@@H]2CCO[C@@H]2[C@@H]1C1CCCC1	·	-10	-5
CC1(C(=O)NS(=O)(=O)c2ccc(C#N)cc2)CCN1C(=O)Cc1ccc(-c2ccccc2)cc1 (stereo not given)	4	-9	·
NC(=O)c1cnn(CCOC(=O)CC2CCc3ccccc32)c1N (stereo not given)	4&-3	-12&-14	·
COCCCN(CC(=O)N(Cc1cccn1Cc1ccccc1Cl)CC(C)C)C(=O)CCc1ccccc1	1	-4	-5
Cc1nccn1-c1ccc(NC(=O)C2CCCN(Cc3ccc4nsnc4c3)C2)cc1 (stereo not given)	2&-4	-8&-6	·
CCOC(=O)C(C)Sc1nc2cc(S(=O)(=O)N3CCCC3)ccc2n1C1CCCC1 (stereo not given)	2	2	-3
Cc1c(S(=O)(=O)c2ccc(Cl)cc2)csc1C(=O)O	-2	1	-1
O=S(=O)(NC1=NCCC1)c1cccc(NS(=O)(=O)c2ccc3c(c2)CCCC3)c1	7	-7	·

Part of the list above, comma-delimited.
Compound,NPYLR7 agonist,hcGAS inh,mcGAS lum
CCOC(=O)C(C)Sc1nc2cc(S(=O)(=O)N3CCCC3)ccc2n1C1CCCC1 (stereo not given),2,2,-3
Cc1c(S(=O)(=O)c2ccc(Cl)cc2)csc1C(=O)O,-2,1,-1
O=S(=O)(NC1=NCCC1)c1cccc(NS(=O)(=O)c2ccc3c(c2)CCCC3)c1,7,-7,·

Following part:
SMILES	NPYLR7 agonist	hcGAS inh	mcGAS lum
COc1ccccc1C(=O)NCC(=O)N=Nc1c(O)n(CCc2ccccc2)c2ccccc12	-3	-5	-3
CC1CN(C(=O)c2ccc(NC(=O)C3CC3)s2)CC(C)O1 (stereo not given)	2	-4	-1
O=C(c1cccc(Br)c1)N1CCc2nc(-c3ccccc3)nc(N3CCOCC3)c2C1	25	-2	-5
Cn1c(CNCc2cccnc2N2CCCC(O)C2)nc2ccccc21 (stereo not given)	-3	-5	·
CC(=O)c1ccc(C(=O)N(CCCN(C)C)c2nc3c(C)c(C)ccc3s2)cc1	1	-5	-8
CCCCn1c(=O)c2c(nc3oc(-c4ccc(Cl)cc4)cn32)n(C)c1=O	0	-7	-10
O=C(NCCCn1c(=O)[nH]c2ccccc21)c1csc(=Nc2ccccc2)n1Cc1cccs1	8	-4	·
Clc1ccc(N2CCN(Cc3nc(-c4cccs4)no3)CC2)nc1	12	-4	-10
COCCN(C)C(=O)CC1(C)N=C(c2cccc(-c3ccccc3)c2)N(C)O1 (stereo not given)	6	-5	·
Cc1cccc(C)c1NC(=O)CCCSCc1ncc(C(C)C)o1	1	-5	-11
N#CCSc1nc(-c2cccs2)ccc1C#N	-9	-3	-2
C=CCn1c(-c2ccc([N+](=O)[O-])cc2)n[nH]c1=S	-6	-4	-7
CN(C)CCCN(C)C1CCCNC1 (stereo not given)	8	-6	-15
COCCNC(=O)C(NC(=O)c1ccc2c(c1)OCO2)C1CCN(C(=O)NC(C)C)CC1 (stereo not given)	7	-7	-7
CC1=NN(CC(=O)c2ccc(F)cc2)c2nc3c(c(=O)n(C)c(=O)n3C)n2C1	5	-3	·
O=C(NCc1nnc2n1CCCCC2)c1cn(Cc2ccc(F)cc2)nn1	-5	2	·
Cc1nc(CC(=O)N2CCn3c(C(N)=O)cnc3C2)c(C)s1	16	-9	·
CN(C)CCN1C(=O)CC(CC(=O)N2CCN(C3CCCCC3)CC2)(c2ccccc2F)C1=O (stereo not given)	24	-5	-9
CC(C)c1cccc(NC(=O)NC2CCCC2n2ccnc2)c1 (stereo not given)	9	-3	·
CC(C)(C)c1ccc(-c2nc3ccccn3c2NC2CCCCC2)cc1	-4	-2	-3
COc1ccccc1N1CCN(C(=O)Cc2csc(NC(=O)CN(C(=O)c3ccc(Cl)c(Cl)c3)C(C)C)n2)CC1	27	-4	-6
O=C1CCC(C(=O)N2CCN(Cc3cccc(F)c3)CC2)CN1CCCc1ccccc1 (stereo not given)	-6	-6	-4
O=C(CCNc1nc(C2CC2)nc2cc(Cl)ccc12)Nc1ccc(F)cc1	8	-6	-4
COCc1cc(=O)n2[nH]c(C)c(-c3ccccc3)c2n1	-3	-10	·

Reprinted at random: 3 records from the list
SMILES	NPYLR7 agonist	hcGAS inh	mcGAS lum
O=C1CCC(C(=O)N2CCN(Cc3cccc(F)c3)CC2)CN1CCCc1ccccc1 (stereo not given)	-6	-6	-4
Cc1nc(CC(=O)N2CCn3c(C(N)=O)cnc3C2)c(C)s1	16	-9	·
CC(C)c1cccc(NC(=O)NC2CCCC2n2ccnc2)c1 (stereo not given)	9	-3	·

The results go on.
SMILES	NPYLR7 agonist	hcGAS inh	mcGAS lum
CN(Cc1cccc(C#N)c1)Cc1ccc(Cl)c2cccnc12	7	-8	·
COc1cc(OC)cc(C(=O)Nc2nnc(SCC(=O)c3ccc(C)cc3)s2)c1	7	-4	-4
COc1ccc(-c2cc(C(=O)N3CCN(Cc4ccc5c(c4)OCO5)CC3)c(C)n2-c2ccc(C)cc2)cc1	-7	3	0
CC(C)(C)c1cc(N2CCOCC2)n2ncc(-c3ccccc3)c2n1	0	-11	-11
CCCCc1ccc(C(=O)Nc2ccc(N3CCCC3)c(C(=O)N(CC)CC)c2)cc1	5&18	-6&-12	-7&-6
CC(C)c1cc(C(=O)N(C)Cc2cccc(-n3cccn3)c2)nc(N)n1	-13	-2	-2
CCN(C(=O)C(C)N1CCN(S(=O)(=O)c2ccccc2)CC1)C1CCCCC1 (stereo not given)	4	3	-1
Cc1cccc(-n2nc(CC(C)C)nc2-c2ccnc(-n3cnnc3)c2)c1	-9	-3	-10
COc1cccc(NC(=O)CSc2nccn3nc(-c4ccc(C)cc4)cc23)c1	-1	1	2
O=C(Nc1c2c(nn1-c1ccccc1)CSC2)C12CC3CC(CC(C3)C1)C2	-4	-3	-8
Cc1ccccc1S(=O)(=O)N1CCN(C2c3ccccc3CCc3ccccc32)CC1	5	-4	-6
COc1ccc(C)cc1NC(=O)Cc1csc(NC(=O)c2ccc[nH]c2=O)n1	4	-4	-5
CNS(=O)(=O)c1cccc(C(=O)OCC(=O)N/N=C2\CC3CCC2(C)C3(C)C)c1 (stereo not given)	-1	3	·
CC1CC(C)CN(S(=O)(=O)c2ccc3c(c2)CCCC(=O)N3)C1 (stereo not given)	-4	-1	-7
O=C(COc1cccnc1)N1CCC(c2[nH]ncc2-c2cccc(F)c2)CC1	14	1	·
Cc1cc(O)c(C(c2ccccc2)N2CCCCC2)c(=O)n1Cc1cccnc1 (stereo not given)	20	0	·
O=C(CN1C(=O)c2ccccc2S1(=O)=O)NCc1ccccc1	2	3	-9
CN(C)S(=O)(=O)c1ccc(C(=O)N(Cc2cccnc2)c2nc3c(F)cc(F)cc3s2)cc1	-21	0	-4
CCc1nc2c(OCc3ccc4c(c3)OCO4)cccn2c1N(C=O)CC(=O)N(C)C	11	-6	-2
COc1cccc(Oc2nnc(-c3ccccc3)c3ccccc23)c1	-9	-3	2

This is a random part of the collection; about 0.26% have a hit in one of these screens.
